Screening results from PubChem.
ELG1 DNA repair: ELG1-dependent DNA repair inhibition | actives 2.3% (n = 330,000) | HEK293T ELG1-luciferase reporter, luminescence, 16 h; DNA damage induced by 5-fluorouridine | Potency, µM (highest dose often 46.1 µM), for inactives: top-dose activity change, negative = inhibition, hits mostly inhibitors; also: potency is read from the fitted curve at half-maximal effect; % is scaled to controls: 0 for no effect and ±100 for the full control effect; nearly all actives have a fitted effect of over 55% in size
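Step one: seed 2,000 cells per well. Step two: pin-transfer compound or DMSO alongside 5-fluorouridine. Step three: incubate 16 hr, 37 °C, 5% CO2. Step four: add ONE-Glo, wait 30 min, read luminescence.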
PKM2 activator: PKM2 (human) enzyme activation | P14618 | purified PKM2, Kinase-Glo ATP luminescence, activation; response scale: 0% is enzyme alone, no compound | Potency, µM (highest dose often 57.5 µM), for inactives: at the highest dose activation, actives largely listed as activators | actives 0.34% (n = 260,000) | AID 1631; also: potency is read from the fitted curve at half-maximal effect; % is scaled to controls: 0 for no effect and ±100 for the full control effect; nearly all actives have a fitted effect of over 55% in size
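Purified hPK-M2 (>95%) run at intermediate activity with 0.1 mM ADP and 0.5 mM PEP in 50 mM imidazole pH 7.2, KCl, MgCl2; 1 h room temperature. ATP formed read by Kinase-Glo luminescence; normalized to uninhibited and no-enzyme controls.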
VP16 counter: Gal4-VP16 reporter inhibition counter-screen; actives 3.5% (n = 310,000); AID 2546; Potency, µM (titrated, usually from 53.6 µM), inactives show at the top dose activity, negative = inhibition, usual class: inhibitors; Drosophila S2 Gal4-VP16 UAS-luciferase, luminescence, 20 h;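 also: Gal4-VP16 expression switched on by copper sulfate through the metallothionein promoter; potency is read from the fitted curve at half-maximal effect; % is scaled to controls: 0 for no effect and ±100 for the full control effect; nearly all actives have a fitted effect of over 50% in size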
MBNL1-CUG inh: blocks human MBNL1 binding to CUG repeat RNA. actives 0.036% (n = 280,000). TR-FRET MBNL1-His/biotin-(CUG)12 binding, 665/545 ratio. AID 2675. Potency, µM (series often up to 57.5 µM), without a hit: at the highest dose activity change, negative = inhibition, most hits filed as inhibitors; active = well fitted inhibition curve with a large enough effect in the signal ratio, with a control signal flat, not every such curve was filed as active; inconclusive = small, poorly fitted or top-dose-only effect, or effect the other way, or a change in a side signal; inactive = no such curve, though single readings can be large or run the other way; the % refers to the signal ratio; also: potency is read from the fitted curve at half-maximal effect; % is scaled to controls: 0 for no effect and ±100 for the full control effect
Target sequence (Q9NR56 whole entry, looked up): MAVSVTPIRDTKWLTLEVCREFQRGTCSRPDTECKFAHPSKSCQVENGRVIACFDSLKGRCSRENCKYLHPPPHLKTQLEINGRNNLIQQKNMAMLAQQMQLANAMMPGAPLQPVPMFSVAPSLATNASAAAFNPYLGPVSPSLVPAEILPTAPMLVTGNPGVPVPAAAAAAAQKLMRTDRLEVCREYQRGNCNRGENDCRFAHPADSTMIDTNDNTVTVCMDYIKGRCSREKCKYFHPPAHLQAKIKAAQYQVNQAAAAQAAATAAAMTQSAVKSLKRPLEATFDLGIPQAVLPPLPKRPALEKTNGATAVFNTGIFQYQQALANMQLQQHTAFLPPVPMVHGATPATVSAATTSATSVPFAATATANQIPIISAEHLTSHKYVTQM
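Compound titration spanned 92 nM–58 uM against the MBNL1-His/biotin-(CUG)12 complex. After 60 min at room temperature with 5 nM streptavidin-XL665 and 0.055 ng/ul terbium anti-His, ratiometric 665/545 nm emission (Ex 340 nm) normalized to controls.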
KCNH2 3.1 inh: KCNH2 3.1 (human) potassium channel inhibition; U2OS KCNH2 3.1, thallium flux FluxOr; stronger effect = lower value; activity change, % (tested at about 1.8 µM); actives 0.95% (n = 340,000); AID 720553;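 active = maximum activity change below -70%; inconclusive = maximum activity change from -70% to -50%; inactive = maximum activity change above -50%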;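 also: thallium influx rate constant from kinetic fluorescence after stimulation buffer; % is scaled to controls: 0 for no effect and ±100 for the full control effect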
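Virally transduced U2OS (3.1 isoform, 4 h infection in dark at RT) → overnight 37 C → FluxOr + Red40 in HBSS/HEPES, 45 min → stimulation buffer, 2 min kinetic read → rate constant vs DMSO controls.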
Menin MLL FP TR: menin-MLL binding inhibition, Texas Red mutant peptide. O00255. Menin + Texas Red MLL mutant peptide, fluorescence polarization. Potency, µM (doses to about 61.6 µM), without a hit: at the highest dose FP activity change, negative = inhibition, usual class: inhibitors. actives 0.23% (n = 270,000); active = well fitted inhibition curve with a large enough effect in the polarisation, with a control signal flat, not every such curve was filed as active; inconclusive = small, poorly fitted or top-dose-only effect, or effect the other way, or a change in a side signal; inactive = no such curve, though single readings can be large or run the other way; the % refers to the polarisation; also: potency is read from the fitted curve at half-maximal effect; % of control where 0% means no effect; many of its hits are not listed in these tables
NPC1 promoter act: activates the NPC1 promoter. Huh7 NPC1 promoter luciferase reporter, 24 h. Potency, µM (series often up to 9.22 µM), without a hit: at the highest dose activation, usual class: activators. actives 2.4% (n = 320,000). AID 485313;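 also: potency is read from the fitted curve at half-maximal effect; % of control where 0% means no effect; nearly all actives have a fitted effect of over 60% in size; reporter is driven by a mutant NPC1 promoter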
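Huh7 cells stably carrying NPC1 promoter–luciferase, plated in Opti-MEM with 10% FBS for 2 h, were exposed to compound in DMSO for 24 h at 37 °C; luciferase reagent was added for 10 min and luminescence read.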
Rab9 promoter act: Rab9 promoter activation | Huh7 Rab9 promoter-luciferase reporter, luminescence, 24 h | Potency, µM (doses to about 9.22 µM), without a hit: at the highest dose activation, negative = inhibition, actives largely listed as activators | AID 485297 | actives 2.8% (n = 320,000); also: potency is read from the fitted curve at half-maximal effect; % of control where 0% means no effect; nearly all actives have a fitted effect of over 60% in size
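Cells were plated at 1500 per well in reduced-serum medium with 10% FBS and left 2 h. Compound in DMSO was then added for 24 h at 37 °C. Reporter signal was read by luminescence after 10 min with luciferase detection reagent.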
RORgamma inh: blocks mouse ROR gamma transcriptional activity; P51450; AID 2551; Drosophila S2 Gal4-RORgamma UAS-luciferase reporter, 20 h; actives 5.4% (n = 310,000); Potency, µM (highest dose often 53.6 µM), for inactives: at the highest dose activity change, negative = inhibition, actives largely listed as inhibitors; also: potency is read from the fitted curve at half-maximal effect; % is scaled to controls: 0 for no effect and ±100 for the full control effect; nearly all actives have a fitted effect of over 60% in size
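Using a luciferase readout, inhibitors were identified by reduced reporter activity in Drosophila cells coexpressing a copper-inducible Gal4–ROR gamma fusion and UAS-driven Photinus luciferase, incubated 20 hr after 700 uM copper sulfate.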
FLuc modulator: counter-screen for miR-21 project: firefly luciferase inhibitors or activators | P08659 | purified FLuc, Km substrates, luminescence inhibition | Potency, µM (top dose mostly 57.5 µM), inactives show at the highest dose activity change, negative = inhibition, hits mostly inhibitors | actives 6.9% (n = 360,000);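 also: potency is read from the fitted curve at half-maximal effect; plate controls were vehicle for no effect and reference inhibitor for full effect; nearly all actives have a fitted effect of over 55% in size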
Target sequence (P08659 whole entry, looked up): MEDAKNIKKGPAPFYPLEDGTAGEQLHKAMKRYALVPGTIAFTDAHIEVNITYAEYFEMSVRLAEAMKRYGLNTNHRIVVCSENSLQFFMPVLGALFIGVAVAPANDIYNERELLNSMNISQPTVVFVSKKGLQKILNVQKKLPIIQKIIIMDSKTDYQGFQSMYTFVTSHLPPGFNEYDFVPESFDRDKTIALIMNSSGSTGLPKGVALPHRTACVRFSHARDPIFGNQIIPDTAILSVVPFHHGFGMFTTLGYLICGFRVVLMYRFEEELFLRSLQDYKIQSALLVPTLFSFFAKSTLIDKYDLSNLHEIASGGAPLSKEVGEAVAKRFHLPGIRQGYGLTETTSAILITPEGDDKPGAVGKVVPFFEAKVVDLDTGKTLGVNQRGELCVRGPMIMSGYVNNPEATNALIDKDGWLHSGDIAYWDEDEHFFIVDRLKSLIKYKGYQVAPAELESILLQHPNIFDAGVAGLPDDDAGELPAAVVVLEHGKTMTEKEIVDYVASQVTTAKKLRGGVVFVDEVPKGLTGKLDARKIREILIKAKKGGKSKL
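Biochemical qHTS of compounds, final roughly 60 µM downward over six points, against 10 nM purified firefly luciferase using Km concentrations of substrates (10 uM D-luciferin, 10 uM ATP) in Tris acetate pH 7.5 buffer; luminescence output.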
Mito fusion yeast: inhibitors of mitochondrial division or activators of mitochondrial fusion | S. cerevisiae fusion-defective mutant growth rescue, CellTiterGlo 48 h | Potency, µM (doses to about 46.1 µM), inactives show at the highest dose growth rescue (activation), most hits filed as activators | AID 485298 | actives 0.23% (n = 320,000);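 also: potency is read from the fitted curve at half-maximal effect; % of control where 0% means no effect; nearly all actives have a fitted effect of over 45% in size; temperature-sensitive fusion mutants such as fzo1-1 at 37 °C on non-fermentable ethanol glycerol medium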
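Compounds are tested for their ability to restore growth of mitochondrial fusion-defective yeast strains at non-permissive 37C in YPEG medium over 48 hours. Viability is quantified by luciferase luminescence.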
Numbers without * were called inactive; u = inconclusive; x = not tested or not shown; & = joins results of further samples; [ ] = remark or other dose. Unless noted, calls follow the shape of the dose curve; as a rule, active = well fitted curve in the direction sought with a large enough effect; inconclusive = small, poorly fitted or top-dose-only effect, or another doubt; inactive = no such curve, though single readings can be large; an effect the other way counts as inactive or inconclusive.

SMILES	ELG1 DNA repair	PKM2 activator	VP16 counter	MBNL1-CUG inh	KCNH2 3.1 inh	Menin MLL FP TR	NPC1 promoter act	Rab9 promoter act	RORgamma inh	FLuc modulator	Mito fusion yeast
O=C(Nc1nccs1)C1CCN(S(=O)(=O)c2ccc(F)cc2)CC1	-4%	x	-5%	0%	0	x	0%	1%	5%	0%	3%
O=C(Cn1cccc1)N1CCN(C(c2ccccc2)c2ccccc2)CC1	1%	2%	-1%	5%	2	-5%	-1%	-2%	-19%	-1%	1%
CCOc1ccc(S(=O)(=O)NC(C)C)cc1C(N)=O	-14%	-1%	-16%[10 µM]	-3%	15	0%	-4%	4%	16%	8%	-3%
COc1ccccc1-n1c(=O)oc2ccc(Cl)cc2c1=O	-15%	5%	u	0%	9	11%	u	4%	u	13µM*	8%
Cc1ccc(Nc2nc(C)nc3c2oc2ccccc23)cc1	u	3%	-1%	-1%	-5	x	1%	-4%	-28%	-22%	3%
Cc1nc(NC(=O)CC(C)C)sc1-c1csc(Nc2ccc(Cl)cc2)n1	23µM*	-1%	u	30%[activator]	3	u	-2%	-8%	u	u	-5%
O=C(Nc1c(Cl)cccc1Cl)C1CCC1	-12%	-2%	-8%	9%	-7	1%	-4%	6%	-8%	2%	6%
COc1cc2c(cc1OC)C(C)=NC1(CCCCC1)C2	4%	1%	-4%	16%	5	-11%	-9%	-4%	1%	-5%	6%
COc1cccc(-c2nn(-c3ccc(C)cc3)cc2C(=O)N2CCc3cc(OC)c(OC)cc3C2)c1	u	x	x	x	-16	x	-3%	1%	x	5.4µM*	u
Cn1ccnc1C1CCCCN1Cc1nc(-c2ccc3c(c2)OCO3)no1 (centres undefined)	6%	3%	-10%	-7%	-13	6%	-3%	0%	u	-1%	-4%
CN(CC(=O)Nc1ccc(F)cc1)C(=O)COc1ccc([N+](=O)[O-])cc1Cl	6%	-1%	5%	u	3	9%	-3%	-7%	22%	6%	0%
CC(C)(C)NS(=O)(=O)c1ccc2nc(NC(=O)Cc3cccs3)sc2c1	-12%	8%	-1%	u	-13	u	-2%	-5%	u	-9%	-2%
Cc1nnc(-c2ccccc2)c[n+]1[O-]	-2%	5%	-3%	u	-3	2%	1%	-6%	3%[10 µM]	-1%	1%
Cc1cccc(NC(=O)CNc2cc(C)ccc2C)c1	9%	1%	u	-2%	-11	5%	1%	3%	9%	u	2%
O=C(COC(=O)c1n[nH]c(=O)c2ccccc12)NC1CCCCC1	16%	x	x	x	2	x	-5%	3%	x	1%	2%
Cc1cccc(N=C(N2CCOCC2)P(=O)(N2CCOCC2)N2CCOCC2)c1	16%	-2%	-4%	4%	-13	-20%	-3%	-2%	-22%	5%	1%
CCN1CCN(S(=O)(=O)c2ccc(OC)c3ccccc23)CC1	13%	-8%	-2%	1%	-12	-11%	-2%	-2%	27%	1%	-1%
COc1cc(-c2nnc(-c3ccc(S(=O)(=O)c4ccccc4)cc3)o2)cc(OC)c1OC	u	21%	-5%	6%	-29	-2%	-2%	4%	39%	0%	6%
Cc1ccc(CS(=O)(=O)c2ccccc2-c2nnc(-c3ccc(Cl)cc3)o2)cc1	1%	0%	-13%	3%	-43	-17%	-1%	0%	-4%	4%	-4%
O=C(c1ccc(S(=O)(=O)Nc2ccccc2Cl)cc1)N1CCOCC1	6%	x	x	x	15	x	-2%	-2%	x	3%	0%

Among those listed so far, these contain a Cl atom:
SMILES	ELG1 DNA repair	PKM2 activator	VP16 counter	MBNL1-CUG inh	KCNH2 3.1 inh	Menin MLL FP TR	NPC1 promoter act	Rab9 promoter act	RORgamma inh	FLuc modulator	Mito fusion yeast
COc1ccccc1-n1c(=O)oc2ccc(Cl)cc2c1=O	-15%	5%	u	0%	9	11%	u	4%	u	13µM*	8%
Cc1nc(NC(=O)CC(C)C)sc1-c1csc(Nc2ccc(Cl)cc2)n1	23µM*	-1%	u	30%[activator]	3	u	-2%	-8%	u	u	-5%
O=C(Nc1c(Cl)cccc1Cl)C1CCC1	-12%	-2%	-8%	9%	-7	1%	-4%	6%	-8%	2%	6%
CN(CC(=O)Nc1ccc(F)cc1)C(=O)COc1ccc([N+](=O)[O-])cc1Cl	6%	-1%	5%	u	3	9%	-3%	-7%	22%	6%	0%
Cc1ccc(CS(=O)(=O)c2ccccc2-c2nnc(-c3ccc(Cl)cc3)o2)cc1	1%	0%	-13%	3%	-43	-17%	-1%	0%	-4%	4%	-4%
O=C(c1ccc(S(=O)(=O)Nc2ccccc2Cl)cc1)N1CCOCC1	6%	x	x	x	15	x	-2%	-2%	x	3%	0%

Next structures.
SMILES	ELG1 DNA repair	PKM2 activator	VP16 counter	MBNL1-CUG inh	KCNH2 3.1 inh	Menin MLL FP TR	NPC1 promoter act	Rab9 promoter act	RORgamma inh	FLuc modulator	Mito fusion yeast
Cc1cc(C)n2nc(C(=O)Nc3ccc(S(=O)(=O)N4CCCCC4)cc3)nc2n1	-21%	7%	-2%	-1%	-12	x	-3%	1%	-1%	-1%	4%
CCn1c(C)nc2cc(C(=O)NNC(=O)Nc3ccc(Cl)c(Cl)c3)ccc21	-16%	-3%	-10%	10%	x	34%[activator]	-5%	-4%	2%	1%	0%
COc1ccc(CCNC(=S)NCCc2c[nH]c3ccccc23)cc1	6%	0%	u	1%	-5	u	-6%	1%	13µM*	3%	9%
CCC(C(N)=NCCc1ccc(OC)c(OC)c1)c1ccccc1 (centres undefined)	u	x	-5%	1%	-20	-2%	-3%	-9%	5%	0%	2%
Cc1ccc(N(C(=O)Cn2nnc(-c3ccc(F)cc3)n2)C(CC(C)C)C(=O)NCC2CCCO2)cc1 (centres undefined)	-25%	-2%	-3%	4%	2	x	-2%	-4%	22%	0%	2%
Cc1cc(CNC(=O)COc2cc(F)ccc2[N+](=O)[O-])c2ccccc2n1	-19%	0%	u	u	-13	2%	-3%	-2%	u	-3%	u
C=CCOc1ccc(CN(C)C(=O)CN2C(=O)c3ccccc3C2=O)cc1	1%	0%	14%	u	-6	-6%	-4%	6%	28%	-15%	0%
O=C1NC2=C(C(=O)CCC2)C(c2ccc(OC(F)F)cc2)N1 (centres undefined)	2%	-3%	1%	0%	-1	-5%	-6%	0%	-7%	0%	13%
C/C(CC(=O)Nc1ccc(Cl)cc1Cl)=N\NC(=O)C(=O)NCCO	9%	9%	1%	0%	-3	11%	2%	-2%	14%	3%	16%
O=C(Cn1nnc(-c2cccc(C(F)(F)F)c2)n1)NC1CCCC1	9%	-3%	-1%	1%	-3	-13%	-2%	-2%	-7%[10 µM]	0%	-1%
NC(=O)c1ccsc1NC(=O)c1ccc(S(=O)(=O)N2CCCCC2)cc1	-13%	3%	-2%	14%	-8	u	26%	u	13%	u	12%
COc1cccc(CN2CCc3ccc(NC(=O)CCc4ccc(C)cc4)cc3C2)c1O	u	x	1%	12%	-81*	x	1%	0%	17%	2%	-21%
O=C(CC(SCCO)c1ccc(F)cc1)c1ccco1 (centres undefined)	-16%	-6%	-19%	5%	2	19%	1%	-1%	u	u	0%
CCC1=C(OC(=O)N(CC)CC)N2C(=O)OC(=NCC(=O)OC)[C@]2(Cc2ccccc2)[C@H]2C1=CC[C@H]1C(=O)NC(=O)[C@H]12	1%	-2%&5%	-2%&-4%	-3%	-35	-19%	0%	-9%	26%&-7%	0%	u
CC(C)Oc1ccc(C(=O)Nc2cc(S(=O)(=O)N3CCOCC3)ccc2N2CCOCC2)cc1	u	x	x	x	1	x	-6%	-3%	x	4%	-5%

Retrieved by structure from the entries so far:
SMILES	ELG1 DNA repair	PKM2 activator	VP16 counter	MBNL1-CUG inh	KCNH2 3.1 inh	Menin MLL FP TR	NPC1 promoter act	Rab9 promoter act	RORgamma inh	FLuc modulator	Mito fusion yeast
NC(=O)c1ccsc1NC(=O)c1ccc(S(=O)(=O)N2CCCCC2)cc1	-13%	3%	-2%	14%	-8	u	26%	u	13%	u	12%
CC(C)Oc1ccc(C(=O)Nc2cc(S(=O)(=O)N3CCOCC3)ccc2N2CCOCC2)cc1	u	x	x	x	1	x	-6%	-3%	x	4%	-5%

An excerpt, so the mix of outcomes need not match the whole.
